Assay outcomes: PubChem, The Scripps Research Institute Molecular Screening Center
PREPL inhibitor: human PREPL enzyme inhibition; inhibition, % at 5.96 µM; Q4J6C6; AID 2751; recombinant PREPL, fluorescence polarization activity-based probe; 320,000 compounds, 0.68% hits; in the data active means inhibition above about 43%;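 further: 0% = enzyme with DMSO and 100% = wells lacking enzyme; many of its hits are not listed in these tables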
Target sequence (Q4J6C6 whole entry, looked up): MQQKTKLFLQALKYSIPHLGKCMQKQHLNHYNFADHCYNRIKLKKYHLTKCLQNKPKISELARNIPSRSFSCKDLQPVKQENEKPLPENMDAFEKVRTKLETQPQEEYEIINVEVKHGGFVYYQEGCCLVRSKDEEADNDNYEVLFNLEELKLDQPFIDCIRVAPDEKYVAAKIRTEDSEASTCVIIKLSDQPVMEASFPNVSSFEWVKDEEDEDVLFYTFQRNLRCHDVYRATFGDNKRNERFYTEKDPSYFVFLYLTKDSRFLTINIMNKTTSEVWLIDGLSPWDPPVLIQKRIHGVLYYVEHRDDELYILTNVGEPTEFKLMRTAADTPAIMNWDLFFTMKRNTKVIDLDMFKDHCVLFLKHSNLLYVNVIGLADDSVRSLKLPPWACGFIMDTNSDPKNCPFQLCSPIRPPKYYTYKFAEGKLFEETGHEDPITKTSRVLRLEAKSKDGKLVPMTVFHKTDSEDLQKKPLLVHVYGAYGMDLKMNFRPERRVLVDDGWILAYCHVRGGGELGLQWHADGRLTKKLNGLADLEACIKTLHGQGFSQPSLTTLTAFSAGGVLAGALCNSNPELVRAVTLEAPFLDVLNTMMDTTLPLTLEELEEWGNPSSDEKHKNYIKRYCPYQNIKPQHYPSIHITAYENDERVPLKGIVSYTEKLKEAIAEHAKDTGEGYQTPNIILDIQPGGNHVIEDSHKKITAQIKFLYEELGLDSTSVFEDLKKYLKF
PME-1 primary: PME-1 (human) inhibition. Q9Y570. 320,000 compounds, 0.53% hits. inhibition, % at 5.9 µM. recombinant PME-1, FP-Rh probe fluorescence polarization. AID 2130;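 active means inhibition above the campaign mean of all compounds plus 3 SD, cut at about 26% in these data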;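 further: competitive labeling of PME-1 active site by serine hydrolase directed probe; 0% = PME-1 with DMSO and 100% = wells lacking PME-1 enzyme; inhibitors block probe labeling so polarization falls and inhibition rises; many of its hits are not listed in these tables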
pPAFAH FP inh: inhibitors of human plasma PAF acetylhydrolase (pPAFAH) | AID 463082 | recombinant pPAFAH, FP-rhodamine probe fluorescence polarization | inhibition, % at 3.39 µM | Q13093 | 330,000 compounds, 1.5% hits;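 active means inhibition above the mean inhibition across the screen plus 3 SD, cut at about 25% in these data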;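 further: inhibitors block binding of the rhodamine activity-based probe so polarization drops; 0% = enzyme with DMSO and 100% = wells lacking pPAFAH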
PAD4 inh: blocks human protein arginine deiminase 4. Q9UM07. inhibition, % at 6.36 µM. recombinant PAD4, RCA probe fluorescence polarization. 330,000 compounds, 0.41% hits;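 active means percent inhibition above a cutoff equal to the mean of all tested compounds plus 3 SD, cut at about 15% in these data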;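 further: 0% = PAD4 with RCA probe and DMSO and 100% = probe without PAD4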
PAFAH1B2 FP inh: blocks human PAF acetylhydrolase 1b catalytic subunit 2 | P68402 | recombinant PAFAH1B2, FP-rhodamine activity probe, fluorescence polarization | inhibition, % at 3.39 µM | 340,000 compounds, 1.2% hits | AID 492953;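 active means inhibition above the mean of all tested compounds plus 3 SD, cut at about 24% in these data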;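 further: 0% = enzyme with DMSO and 100% = wells lacking PAFAH1B2; many of its hits are not listed in these tables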
LYPLA2 counter: counter-screen for PME1 inhibitors: inhibitors of human LYPLA2; O95372; recombinant LYPLA2, FP-Rh probe fluorescence polarization; inhibition, % at 5.9 µM; 320,000 compounds, 0.38% hits;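 active means inhibition above the screen-wide mean plus 3 SD, limit set per campaign, cut at about 26% in these data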;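 further: 0% = LYPLA2 with DMSO and 100% = wells lacking LYPLA2 enzyme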
PAFAH1B3 FP inh: inhibitors of human PAFAH1B3; Q15102; recombinant PAFAH1B3, FP-rhodamine probe, fluorescence polarization; inhibition, % at 3.39 µM; 340,000 compounds, 0.28% hits; AID 492972;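 active means inhibition above the screen-wide average of all tested compounds plus 3 SD, cut at about 25% in these data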;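 further: 0% = enzyme with DMSO only and 100% = wells lacking PAFAH1B3 protein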
Target sequence (Q15102 whole entry, looked up): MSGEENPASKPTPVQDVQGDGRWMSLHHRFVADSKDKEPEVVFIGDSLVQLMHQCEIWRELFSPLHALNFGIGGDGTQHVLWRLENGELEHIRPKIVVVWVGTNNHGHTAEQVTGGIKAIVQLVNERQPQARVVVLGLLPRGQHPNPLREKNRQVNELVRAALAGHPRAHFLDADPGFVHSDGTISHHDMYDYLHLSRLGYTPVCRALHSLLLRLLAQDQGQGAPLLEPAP
LYPLA1 inh: counter-screen for PME1 inhibitors: inhibitors of human LYPLA1 | O75608 | recombinant LYPLA1, FP-Rh probe fluorescence polarization | inhibition, % at 5.9 µM | 320,000 compounds, 0.16% hits;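 active means inhibition above the mean of all tested compounds plus 3 SD, set per campaign, cut at about 14% in these data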;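 further: inhibitors block serine hydrolase probe labeling of LYPLA1 so polarization falls; 0% = enzyme with DMSO and 100% = wells lacking LYPLA1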
GSTO1 counter: GSTO1 inhibition, counter-screen for RBBP9 inhibitors. P78417. recombinant GSTO1, activity-based probe fluorescence polarization. inhibition, % at 5.96 µM. 300,000 compounds, 1.1% hits;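 active means inhibition above the campaign mean inhibition plus 3 SD, cut at about 35% in these data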;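 further: 0% = GSTO1-1 with DMSO and 100% = wells lacking GSTO1-1 enzyme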
The depositor's hits bear a star; x = not tested or not shown.

Molecule	PREPL inhibitor	PME-1 primary	pPAFAH FP inh	PAD4 inh	PAFAH1B2 FP inh	LYPLA2 counter	PAFAH1B3 FP inh	LYPLA1 inh	GSTO1 counter
CCc1cccc(C)c1NS(=O)(=O)Cc1ccccc1	1	1	20	2	-1	5	4	1	5
Cc1nc2ccccc2n1-c1ccccc1	14	0	8	-5	0	4	-2	2	7
COc1ccc(/C=N/NC(=O)c2cc(-c3cccnc3)nc3ccccc23)c(OC)c1	9	-5	7	0	4	8	0	3	4
O=C1c2ccccc2C(=O)C1c1ccnc2ccccc12	-1	-3	0	-1	2	4	7	1	-1
CCN(c1ccccc1)S(=O)(=O)c1ccc(OC)c(NC(=O)CCc2nc3ccccc3c(=O)[nH]2)c1	-17	19	8	3	2	-8	7	-3	-9
COc1cccc(NC(=O)c2ccc(CN3CCOCC3)cc2)c1	25	-1	2	2	3	6	5	1	4
N=C1/C(=C/c2cccn2Cc2ccc(Cl)cc2)C(=O)N=C2SC=CN12	-13	-4	0	-4	1	-7	-4	2	-1
Cc1cccc(N2CCN(CC(=O)NCC3CCCCC3)CC2)c1C	26	4	1	-3	-4	-3	1	2	-8
O=C(CSc1ncccn1)NC1CCCc2ccccc21 (configuration not stated)	-10	-2	-1	1	-1	-8	4	-1	6
S=c1[nH]nc(-c2cccc(Cl)c2)n1/N=C/c1ccco1	-2	1	10	2	x	7	x	2	5
Cc1ccc(-c2nnc(CN3CCN(C)CC3)o2)cc1	-20	-9	0	2	5	2	7	2	-1
O=C(CSc1nn(-c2ccc(Cl)cc2)c(=S)s1)NCC1CCCO1 (configuration not stated)	0	-1	6	-1	-2	1	0	3	0

(more compounds)
Molecule	PREPL inhibitor	PME-1 primary	pPAFAH FP inh	PAD4 inh	PAFAH1B2 FP inh	LYPLA2 counter	PAFAH1B3 FP inh	LYPLA1 inh	GSTO1 counter
Cc1cc(C)cc(OCC(O)Cn2nc(C)cc2C)c1 (configuration not stated)	15	-5	2	1	3	-1	2	-1	18
CCOC(=O)c1sc(NCCNc2nc(C)c(C(=O)OCC)s2)nc1C	-2	-2	-1	4	x	3	x	5	-3
Cc1nc(C(F)(F)F)c(C(=O)N/N=C(\N)c2ccccn2)s1	-1	-2	5	-2	7	2	15	3	-2
COCCn1c(=O)[nH]c2cc(C(=O)NCCN3CCN(c4ccccc4F)CC3)ccc2c1=O	-4	2	-2	-7	7	6	1	3	4
CCCN(Cc1ccccc1)C(=S)Nc1ccc(OC(F)F)cc1	-2	0	1	-2	-2	-1	7	1	8
CC(C)n1cc(-c2ccc(Cl)cc2)cc(C#N)c1=O	-6	-8	-2	-1	0	-2	14	0	-6
CCOc1ccc(C(c2c(O)nc(SC)[nH]c2=O)c2c(O)nc(SC)[nH]c2=O)cc1	1	7	-1	0	x	0	x	2	6
CCN1C(=O)C(CC(=O)Nc2ccccc2Cl)N(NC(=O)c2cccc(F)c2)C1=S (configuration not stated)	10	1	-4	2	4	-5	2	-2	-1
COc1ccccc1N1CCN(c2cnccn2)CC1	13	-2	4	-4	-3	4	6	-2	3
O=C(Cn1c(CC(=O)N2CCCC2)nc2ccccc21)NCc1ccccc1	0	2	9	0	3	8	6	5	-2
CN1C(=O)c2ccc(C(=O)NCc3ccco3)cc2C1=O	12	4	1	9	-6	7	-9	3	-1
COc1cc(OC)cc(C(=O)NCc2ccc3c(c2)OCO3)c1	18	-9	3	-1	-4	1	-1	-2	10

Additional entries.
Molecule	PREPL inhibitor	PME-1 primary	pPAFAH FP inh	PAD4 inh	PAFAH1B2 FP inh	LYPLA2 counter	PAFAH1B3 FP inh	LYPLA1 inh	GSTO1 counter
CC1=NN(Cc2ccccc2)C(=O)C1C(c1ccc(Cl)cc1)C(C#N)C#N (configuration not stated)	2	-4	5	-3	1	8	2	0	16
CC(C)CNC(=O)c1cc(=O)[nH]c2ccc(S(=O)(=O)Nc3ccc(F)cc3)cc12	7	3	27*	-2	12	1	9	-5	15
CC1(C)C(C=C(Cl)Cl)C1C(=O)Nc1ccc([N+](=O)[O-])cc1 (configuration not stated)	-3	-7	4	-7	x	-14	x	-12	7
Nc1nonc1-n1nnc(C(=O)N/N=C/c2ccc(O)cc2)c1COc1ccc(F)cc1	-39	-1	2	-3	-1	-8	4	-13	4
O=C(Nc1cccc(Cl)c1)Nc1cnccn1	-11	2	4	0	1	3	8	0	-4
COc1ccc(C2/C(=C(/O)c3ccc4c(c3)CC(C)O4)C(=O)C(=O)N2CCCn2ccnc2)cc1 (configuration not stated)	1	-2	4	-2	-1	3	8	1	1
Cc1nc(Cl)c(C#N)c2c1CCCC2	2	2	5	-1	3	7	3	0	5
COC(=O)NC1c2ccccc2Oc2ccccc21	8	7	-1	-5	6	-3	-8	3	-5
CC1=C(C(=O)OC(C)C)C(c2cccs2)N2C(=O)CCSC2=N1 (configuration not stated)	10	-4	-1	-2	0	-5	-2	-1	9
Cc1[nH]nc2c1C(c1ccc(Cl)cc1)C(C#N)=C(N)O2 (configuration not stated)	-14	6	4	-2	28*	4	8	2	-8
CCn1ncc(Br)c1C(=O)Nc1sc2c(c1C(=O)OC)CCC2	2	-2	3	0	-1	12	-1	3	4
COc1ccc(-c2nnn(CC(=O)Nc3sc4c(c3C#N)CCCC4)n2)cc1	16	-15	0	-1	-2	-6	-16	-5	32

Further records.
Molecule	PREPL inhibitor	PME-1 primary	pPAFAH FP inh	PAD4 inh	PAFAH1B2 FP inh	LYPLA2 counter	PAFAH1B3 FP inh	LYPLA1 inh	GSTO1 counter
CNC(=O)c1[nH]cnc1C(=O)N[C@@H](Cc1ccccc1)C(=O)OCc1ccccc1	-9	0	-1	-6	14	-6	6	-3	5
CC(C)CC1(C)NC(=O)N(CC(=O)Nc2ccccc2Br)C1=O (configuration not stated)	7	x	3	2	-3	x	1	x	x
O=C(CSc1nnc(-c2ccccc2)o1)NC1CCCC1	-9	-7	-4	-8	-3	-7	5	0	-5
C=CCOc1nc2c(c(=O)n(C)c(=O)n2C)n1Cc1c(Cl)cccc1Cl	34	3	4	1	3	1	-4	0	8
CCN1CCCC1CNC(=O)c1ccc2c(c1)NC(=O)/C(=C\c1ccc(C)cc1)S2 (configuration not stated)	-13	-4	6	-3	2	-6	-3	-4	-38
c1ccc(-c2nnc3ccc(N4CCCC4)nn23)cc1	-5	-3	3	2	11	1	-8	1	-4
CC12CN3CCN(CC(C3)C1(O)CN1CCOCC1)C2 (configuration not stated)	1	3	2	-6	-3	2	0	1	1
Oc1ccccc1C1N=C(c2ccccc2)NC(c2ccccc2)=N1	8	1	2	-1	2	5	5	-1	2
C/C=C/c1ccc(Oc2nnnn2-c2ccc(C(=O)O)cc2)c(OC)c1	-22	3	5	4	10	4	10	0	6
Cc1ccc(C(=O)OCC(=O)NNC(=O)c2cccs2)c(O)c1	-5	-3	-1	2	10	3	5	2	4
O=C(NCCc1c[nH]c2ccccc12)c1ccc(Cl)cc1	0	1	5	-2	-1	-3	3	-1	7
COc1ccc([N+](=O)[O-])cc1NC(=O)CSc1nccc(C)n1	3	10	7	-1	0	-8	7	-3	-4

Other structures
Molecule	PREPL inhibitor	PME-1 primary	pPAFAH FP inh	PAD4 inh	PAFAH1B2 FP inh	LYPLA2 counter	PAFAH1B3 FP inh	LYPLA1 inh	GSTO1 counter
Cn1c(CN2CCOCC2)nnc1SCC(=O)Nc1cc(Cl)ccc1Cl	14	-2	0	-6	9	-6	3	-1	4
CCOC(=O)c1ccc(Oc2nc(N(C)C)nc(N(C)C)n2)cc1	0	3	-2	0	2	0	0	-1	-2
O=C(COc1ccccc1)Nc1nc2cc3c(cc2s1)OCO3	7	-25	-4	5	0	4	-1	-1	10
COCCC1CCCCN1C(=O)c1cc(COc2ccc(-n3cncn3)cc2)on1 (configuration not stated)	-4	4	4	-3	8	-4	-2	-2	7
Cc1ccc(S(=O)(=O)NC(=NC(Cc2ccccc2)C(=O)O)c2ccccc2)cc1 (configuration not stated)	11	0	-1	0	20	7	16	1	17
COc1ccc(C2=NS(=O)(=O)N(C)C(C(=O)NCc3ccccn3)=C2)cc1OC	-1	-3	0	1	-5	-4	5	0	7
CCc1noc(C)c1C(=O)N1CCCC(C(=O)c2cc(F)ccc2OC)C1 (configuration not stated)	25	-1	7	-9	5	9	5	4	6
O=C(OCN1C(=O)C(=O)c2ccccc21)c1ccc(Cl)cc1	-3	2	3	-7	-2	1	10	-3	1
C[C@H]1CN=C(Nc2ccccc2)N1CCC1CCCC1	11	4	-1	-1	3	5	-7	3	0
CN(CCCC(=O)Nc1ccc(OC(F)F)cc1)S(=O)(=O)c1ccc(F)cc1	-5	-1	3	-2	1	1	-1	-1	3
CC1=NN(c2ccccc2)C(=O)/C1=C\c1cc(C)n(C)c1C	1	6	7	2	2	1	8	-2	-2
C/C(=N\NC(=S)NC1CCCCC1)c1ccc(C)o1	5	0	7	-1	1	0	-1	0	5

Later entries
Molecule	PREPL inhibitor	PME-1 primary	pPAFAH FP inh	PAD4 inh	PAFAH1B2 FP inh	LYPLA2 counter	PAFAH1B3 FP inh	LYPLA1 inh	GSTO1 counter
CCOC(=O)NC(=O)C(=CNNc1ncc(C(F)(F)F)cc1Cl)C(=O)NC(=O)OCC	-14	-4	9	-3	8	0	-1	1	5
CCCN1CCC(=NNC(=O)c2ccc(Br)o2)CC1	0	-6	3	1	-2	4	-2	1	5
CC(C)NC(=O)c1cnc(N2CCN(c3ccccn3)CC2)c2ccccc12	2	-1	4	3	5	0	5	-3	2
CCC(C(=O)N1CCN(c2ncccn2)CC1)c1ccccc1 (configuration not stated)	-13	0	3	5	2	-5	2	0	-1
COCCN=c1scc(-c2ccco2)n1/N=C/c1ccc(O)c(O)c1O	24	2	64*	-2	-8	-4	8	-6	69*
CC(C)(CNS(=O)(=O)c1cccs1)N1CCOCC1	0	x	6	-3	-2	x	9	x	x
O=C1C2CC=CCC2C(=O)N1c1n[nH]c(CCc2ccccc2)n1 (configuration not stated)	17	6	4	-7	2	4	4	1	8
CCCCC[C@H]1CN(Cc2ccc(OC)cc2)C(=O)[C@@H]1CC(=O)NCc1ccccc1	-4	4	18	3	2	-4	9	-4	5

Not all compounds are listed; count on the stated rates, not on these rows.
